Screening results from PubChem BioAssay.
AMA1 RON2 block – qHTS for Inhibitors of AMA1-RON; Towards Development of Antimalarial Drug Lead: Primary Screen. Plasmodium falciparum AMA1 (3D7) - RON2 peptide interaction. AlphaScreen AMA1-biotinylated RON2 peptide binding. Potency, µM (doses to about 58.2 µM), for the others: at the highest dose activity change, negative = inhibition, usual class: inhibitors. 0.2% of 360,000 active;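 further: potency means the concentration at half of the fitted maximal effect; 0% = vehicle wells and -100% = peptide control; nearly all actives have a fitted effect of over 45% in size; some results filed as inactive show a strong effect at the top dose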
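AMA1 (3D7) with his tag at 25 nM final met compounds first, then biotinylated RON2 peptide at 25 nM; detection used donor plus acceptor beads, 10 µg/mL apiece, read by AlphaScreen after 30 min at room temperature.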
LmPK inh – qHTS Assay for Inhibitors of Leishmania Mexicana Pyruvate Kinase (LmPK); Q27686; 0.37% of 290,000 active; purified LmPK, Kinase-Glo ATP luminescence, 1 h; AID 1721, 2009; Potency, µM (titrated, usually from 57.5 µM), without a hit: at the top dose activity change, negative = inhibition, most hits filed as inhibitors; further: potency means the concentration at half of the fitted maximal effect; on the % scale 0 is the no-effect control and ±100 the full control effect
Target sequence (Q27686 whole entry, looked up): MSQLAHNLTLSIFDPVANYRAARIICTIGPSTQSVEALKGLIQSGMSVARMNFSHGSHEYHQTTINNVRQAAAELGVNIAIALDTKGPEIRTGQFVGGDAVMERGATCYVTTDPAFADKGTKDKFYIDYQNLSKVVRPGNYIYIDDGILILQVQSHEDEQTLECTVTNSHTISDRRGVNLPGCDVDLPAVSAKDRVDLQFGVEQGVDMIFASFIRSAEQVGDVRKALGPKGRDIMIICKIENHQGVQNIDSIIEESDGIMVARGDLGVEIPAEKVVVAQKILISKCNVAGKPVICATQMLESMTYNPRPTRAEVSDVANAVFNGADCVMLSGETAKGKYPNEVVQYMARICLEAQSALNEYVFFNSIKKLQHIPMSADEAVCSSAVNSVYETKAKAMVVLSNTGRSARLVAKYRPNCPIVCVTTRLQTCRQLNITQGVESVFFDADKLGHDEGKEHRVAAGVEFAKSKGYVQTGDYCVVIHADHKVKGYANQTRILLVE
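Pyruvate kinase activity monitored as ATP production (luciferase luminescence). Conditions: 0.1 nM enzyme, 0.5 mM PEP, 0.1 mM ADP, 1 h, RT; normalized against uninhibited and no-enzyme wells.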
Tb PYK inh – qHTS of Trypanosoma Brucei Inhibitors; pyruvate kinase (Trypanosoma brucei), Q57TT1; TbPYK enzyme, Kinase-Glo Plus ATP luminescence, 45 min; Potency, µM (top dose mostly 76.8 µM), for the others: at the highest dose activity, negative = inhibition, hits mostly inhibitors; 0.12% of 410,000 active; AID 624173, 2012; further: potency means the concentration at half of the fitted maximal effect; on the % scale 0 is the no-effect control and ±100 the full control effect; nearly all actives have a fitted effect of over 50% in size
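ADP (130 uM final) triggers the TbPYK reaction after compound addition; incubation is 45 min at room temperature. Kinase-Glo Plus is then added and luminescence imaged. Normalized data are fitted to concentration-effect curves.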
Pf growth 96h – Primary qHTS for delayed death inhibitors of the malarial parasite plastid, 96 hour incubation | P. falciparum luciferase reporter growth, 96 h | Potency, µM (titrated, usually from 28.7 µM), for the others: top-dose activity change, negative = inhibition, most hits filed as inhibitors | 6.9% of 320,000 active | AID 504834, 2011; further: potency means the concentration at half of the fitted maximal effect; on the % scale 0 is the no-effect control and ±100 the full control effect
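Two-generation exposure (96 h) targets delayed-death phenotype. Reporter parasites carrying integrated firefly luciferase, in red cells at 2% hematocrit and 0.05% parasitemia final, kept at 37 C, 5% CO2; luminescence loss indicates inhibition.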
Shiga inhibitor – A qHTS for Small Molecule Inhibitors of Shiga Toxin. inhibition, % at 38.7 µM. 9.2% of 290,000 active. Vero cells, Shiga toxin protein synthesis inhibition reporter; in the data active means inhibition mostly above about 28%, no sharp cut-off; inactive means mostly below about 43%; further: 0% is about no effect
Pf growth 48h – Primary qHTS for delayed death inhibitors of the malarial parasite plastid, 48 hour incubation | P. falciparum luciferase growth in erythrocytes, 48 h | Potency, µM (doses to about 28.7 µM), for inactives: top-dose activity change, negative = inhibition, actives largely listed as inhibitors | 5.9% of 310,000 active | AID 504832, 2011; further: potency means the concentration at half of the fitted maximal effect; on the % scale 0 is the no-effect control and ±100 the full control effect
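Firefly luciferase activity from engineered P. falciparum reports growth; inhibitors lower the luminescent signal. Cultures contained 2% hematocrit erythrocytes at 0.1% final parasitemia.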
Cycloheximide cs – Cycloheximide Counterscreen for Small Molecule Inhibitors of Shiga Toxin. cell reporter, cycloheximide protein synthesis inhibition counterscreen. max response, %. 12% of 300,000 active; in the data active means max response mostly above about 13%, no sharp cut-off; inactive means mostly below about 14%; further: read at 38.3 µM for the half of the compounds with a filed dose; 0% is about no effect
Numbers without * were called inactive; ? = inconclusive; . = no result given; & = joins results of further samples; [ ] = dose if it differs, or a comment. Unless noted, the call rests on the fitted dose curve; in most records, active means well fitted curve in the direction sought with a large enough effect; inconclusive means small, poorly fitted or top-dose-only effect, or another doubt; inactive means no such curve, though single readings can be large; an effect the other way counts as inactive or inconclusive.

SMILES	AMA1 RON2 block	LmPK inh	Tb PYK inh	Pf growth 96h	Shiga inhibitor	Pf growth 48h	Cycloheximide cs
Cc1cc(NC(=O)CSc2nnc(C3CC3)n2Cc2ccccc2)no1	3%	8%	-22%	-14%	-14	.	-6
CCOc1ccc(-c2nc(CSc3nnc(N)s3)cs2)cc1OC	-6%	3%	-7%	.	85*	25%	33*
CC(C)COc1ccc(CNC(=S)N/N=C/c2ccc([N+](=O)[O-])cc2)cc1	58%[activator]	1%	4%	?	-7	.	1
CC1CCCC(NC(=O)CN(C)CC(=O)Nc2cccc(F)c2)C1C (centres undefined)	50%[activator]	.	1%	?	.	?	.
CCOC(=O)CNC(=O)N1CCCC(CNS(=O)(=O)Cc2ccccc2)C1 (centres undefined)	11%	3%	-9%	-16%	-5	14%	-1
CCOC(=O)c1c(NC(=O)COC)sc2c1CCCC2	-3%	0%	4%	.	16	-2%	-2
Clc1ccc(N=NN2CCOCC2)cc1	-2%	-4%	-2%	26%	71*	47%[activator]	42*
COC(=O)Nc1c(-c2ccccc2)nc2ccccn12	3%	-6%	0%	.	31	8%	5
O=C(O)CCC(=O)Nc1cccc(C(=O)c2ccccc2)c1	0%	3%	-6%	5%	12	0%	1
COc1ccccc1N(CC(=O)N/N=C(\C)c1ccc(F)cc1)S(=O)(=O)c1ccccc1	-3%	.	5%	?	.	?	.
CCOc1ccc(C(=O)NC2CCN(CC(=O)NCc3cccs3)CC2)cc1	22%	-3%	-1%	62%[activator]	14	11%	-3
COc1ccc(-c2nc(NC(C)=O)sc2-c2ccc(OC)cc2)cc1	-2%	9%	-5%	3%	37	-27%	0
O=C(OCCN1CCCCC1)c1ccc(Cl)cc1	0%	2%	-2%	3%	38	.	12
COCCn1c(SCC(=O)Nc2ccccc2OC)nnc1-c1ccco1	28%	-5%	2%	0%	4	32%[activator]	-7
COC(=O)C(Cc1ccccc1)NC(=O)CC(C)CC(=O)Nc1ccc(C)cc1 (centres undefined)	-7%	4%	-18%	?	-10	-13%	2
O=C(CSCc1ccccc1)Nc1nccs1	0%	6%	-1%	67%[activator]	21	25%	18*
CCCCNC(=O)CCCCCNS(=O)(=O)c1ccc(Br)cc1	-3%	1%[11.5 µM]	-4%	5%	-6	?	19
O=C(NCCN1CCOCC1)c1cc2n(n1)C(C(F)(F)F)CC(c1ccc(F)cc1)N2 (centres undefined)	-7%	4%	2%	129%[activator]	-15	-21%	7
COC(=O)c1ccccc1NC(=O)CSc1n[nH]c(CC(C)C)n1	1%	1%	0%&-5%	-24%	-3	17%	0
O=C(Cc1coc2ccc3ccccc3c12)Nc1nnc(C2CC2)s1	7%	4%	0%	?	-29	3%	-6
Cc1ccc(N(CCC#N)C(=O)COC(=O)c2nc3nc(C)cc(C)n3n2)cc1	10%	.	2%	14%	.	-28%	.
CC1Cc2ccccc2N1C(=O)COC(=O)c1cccnc1Cl (centres undefined)	-2%	2%	0%	86%[activator]	12	2%	7
O=C(COc1ccc(F)cc1Cl)Nc1ccc(S(=O)(=O)Nc2nccs2)cc1	13%	.	-5%	-12%	.	10%	.
Clc1ccc(CN(CC2CCCO2)C(c2cccs2)c2nnnn2C2CCCC2)cc1 (centres undefined)	-7%	-4%	7%	0%	-8	?	17
CCOC(=O)C1=C(C)NC2=C(C(=O)C(C(=O)OCC)C(c3cccc(OC)c3)C2)C1c1ccccn1 (centres undefined)	23%	5%	-8%	5.9µM*	-12	8.3µM*	-3
Cc1ccsc1C1CC(=O)NC2=C1C(=O)CC(C)(C)C2 (centres undefined)	-7%	2%	-17%	15%	1	-1%	-1
COc1ccccc1CNC(=O)C1CCCN(S(=O)(=O)c2cccc3nsnc23)C1 (centres undefined)	-4%	7%	-2%	-15%	-5	?	-5
Cc1ccc(N(C(=O)c2csnn2)C(C(=O)NC2CCCC2)c2cccnc2)cc1 (centres undefined)	-2%	6%	3%	-14%	-6	-17%	9
COc1ccc(/C=C(\C#N)c2c[nH]c3ccccc23)cc1	-13%	2%	2%	-2%	68*	-1%	48*
O=C(O)c1cccc2c1C(=O)N(C1CCCC1)C2	1%	-1%	1%	5%	-4	2%	-2
CN(Cc1ccc(F)cc1)C(=O)CCc1nnc(-c2ccccc2)o1	0%	9%	1%	8.3µM*	108*	13%	47*
CCOc1ccc2[nH]c3c(NCCN(CC)CC)ncnc3c2c1	6%	3%	0%	2.1µM*	2	2.3µM*	-3
Cc1c(NC(=O)/C=C/c2ccc(S(=O)(=O)N3CCOCC3)cc2)c(=O)n(-c2ccccc2)n1C	4%	10%	2%	15%	-5	4%	-2
Cc1ccc(C(=O)N(CC(C)C)c2nc3ccccc3s2)o1	-6%	-1%	1%	-10%	5	-24%	2
C(=C\c1ccccc1)/CNCC1CCCO1 (centres undefined)	-2%	-12%	3%	-3%	-19	-7%	-2
COc1ccc(C(=O)CCC(=O)N2CCN(c3ccccc3)CC2)cc1	-7%	-2%	-1%	23%	0	-8%	-1
O=C(NCCc1c[nH]c2ccccc12)/C(=C/c1cccnc1)NC(=O)c1ccccc1	-6%	0%	-5%	19%	-6	-36%	-1
COc1ccc(-c2noc(CSc3nc(N)cc(=O)[nH]3)n2)cc1	2%	-1%	-11%&7%	53%[activator]	33	73%[activator]	8.0*
Nc1ccc2c(c1)sc1ccccc12	-14%	3%	1%	?	82*	-9%	58*
CCCCSc1nc2ccccc2n1CC(=O)O	0%	-7%	11%	-11%	9	7%	-1

Structures listed so far that have a cyano group:
SMILES	AMA1 RON2 block	LmPK inh	Tb PYK inh	Pf growth 96h	Shiga inhibitor	Pf growth 48h	Cycloheximide cs
Cc1ccc(N(CCC#N)C(=O)COC(=O)c2nc3nc(C)cc(C)n3n2)cc1	10%	.	2%	14%	.	-28%	.
COc1ccc(/C=C(\C#N)c2c[nH]c3ccccc23)cc1	-13%	2%	2%	-2%	68*	-1%	48*

Going on with the list.
SMILES	AMA1 RON2 block	LmPK inh	Tb PYK inh	Pf growth 96h	Shiga inhibitor	Pf growth 48h	Cycloheximide cs
Nn1c(SCC(=O)Nc2c(F)cc(F)cc2Br)nnc1C1CCCCC1	4%	-3%	2%	19%	-8	5%	-3
COc1ccc(OCC(=O)Nc2ccc(NC(=O)c3ccco3)c(C)c2)cc1	-4%	4%	6%	-11%	19	?	6
Cc1cc(C(C)(C)C)cc(C)c1CCNC(=O)c1ccc[n+]([O-])c1	?	4%	-4%	?	-9	-16%	-2
COCCn1c(N2CCN(c3ccc(OC)cc3)CC2)nc2c1c(=O)[nH]c(=O)n2C	0%	-4%	2%	-11%	-6	18%	-2
Cc1c(NC(=O)c2ccccc2N(C)S(=O)(=O)c2ccccc2)c(=O)n(-c2ccccc2)n1C	-14%	1%	6%	.	-11	6%	-3
COc1ccc(C(=O)NC2CCN(C(=O)NCc3ccccc3)CC2)cc1	-4%	0%	-1%	26%	-19	-2%	0
O=C(NC1CCCC1)C(c1cccs1)N(C(=O)c1ccco1)c1ccc2c(c1)OCO2 (centres undefined)	26%	-5%	7%	?	-8	?	1
COC(=O)c1ccc(C)c(NC(=O)Cc2coc3cc(OC)ccc23)c1	4%	5%	4%	.	-15	?	2
CCc1ccc2c(c1)C(c1ccc([N+](=O)[O-])cc1)=NNC(c1ccccc1)=N2	-20%	-1%	-3%	12%	31	4%	33*
CCOc1ccc(N(CC(=O)N2CCN(c3ccccc3F)CC2)S(=O)(=O)c2c(C)noc2C)cc1	4%	12%	-6%	-5%	-6	?	2
Cc1ccc(F)cc1CNC(=O)C1CCC(=O)N(CC2CCCCC2)C1 (centres undefined)	6%	2%	0%	-39%	-4	4%	10
CCOC(=O)[C@H]1[C@H]2COc3ccc(C)cc3[C@@H]2N2C(=O)c3ccc(F)cc3NC(=O)[C@@]12C	29%	.	0%	?	.	?	.
N/C(Cc1ccc(Cl)cc1Cl)=N\OC(=O)Cc1ccc(Cl)cc1	327%[activator]	1%	4%	-5%	14	1%	-2
CCOC(=O)N1CCN(C(=O)Nc2ccc3nc(-c4ccccn4)c(-c4ccccn4)nc3c2)CC1	30%	2%	-1%	-13%	-3	-12%	1
Cc1ccc(S(=O)(=O)Cc2ccc(C(=O)N3CCN(c4ccc(F)cc4)CC3)o2)cc1	-3%	10%	1%	?	-9	.	-5
CC(=O)/C(=C\N(C)C)Sc1ccc(Cl)cc1	-11%	0%	0%	?	-13	?	7
Cc1cc(SCC(=O)OC(C)C(=O)N(C)c2ccccc2)nc2ccccc12 (centres undefined)	-19%	.	-2%	-4%	.	?	.
CCOc1ccc(CN2CCC(n3nccc3NC(=O)c3ccccc3OC)CC2)cc1	9%	2%	2%	?	26	-6%	10
COc1ccc(NC(=S)Nc2ccc(OC(F)F)cc2)cn1	-9%	-1%	-1%	0%	4	-8%	19
Cc1ccc(NC(=O)Cn2cnc3c(cnn3C(C)(C)C)c2=O)cc1	-10%	-2%	-3%	?	-7	-7%	10

Of the compounds above, these contain a tert-butyl group.
SMILES	AMA1 RON2 block	LmPK inh	Tb PYK inh	Pf growth 96h	Shiga inhibitor	Pf growth 48h	Cycloheximide cs
Cc1cc(C(C)(C)C)cc(C)c1CCNC(=O)c1ccc[n+]([O-])c1	?	4%	-4%	?	-9	-16%	-2
Cc1ccc(NC(=O)Cn2cnc3c(cnn3C(C)(C)C)c2=O)cc1	-10%	-2%	-3%	?	-7	-7%	10

Next part.
SMILES	AMA1 RON2 block	LmPK inh	Tb PYK inh	Pf growth 96h	Shiga inhibitor	Pf growth 48h	Cycloheximide cs
C/C(=N\N1CCN(Cc2ccc(C)cc2)CC1)c1ccco1	-21%	-1%	-8%	21%	32*	16%	11
CC1CCCCN1C(=O)COC(=O)c1ccc2ccccc2n1 (centres undefined)	13%[11.6 µM]	.	-2%	-22%	.	-14%	.
CN(C)c1ccc(N=Nc2ccccc2C(=O)OCC(=O)Nc2ccccc2C(F)(F)F)cc1	14µM*	-4%	4%	9.3µM*	56*	?	37*
S=C(NCc1cccs1)NCC1CCCO1 (centres undefined)	-10%	1%	-4%	-45%[5.75 µM]	13	6%[5.75 µM]	-1
Cc1ccc(S(=O)(=O)NCCC(=O)NCc2ccco2)cc1	-3%	6%	1%	11%	-2	1%	-4
O=S(=O)(Nc1ccc2ccccc2n1)c1ccc2c(c1)CCO2	-9%	6%	-2%	0%	4	0%	3
CC1=NN(c2ccccc2)C(=O)/C1=C/c1cccc(C)c1	-24%	0%	2%	12%	46	0%	-2
CSc1ccccc1NC(=O)COC(=O)Cc1cccs1	7%	-1%	-5%	16%	-12	-16%[5.75 µM]	1
COC(=O)Nc1nc2ccc(C(=O)c3ccccc3)cc2[nH]1	.	.	2%[33.2 µM]	21%[12.8 µM]	.	39%[activator][12.8 µM]	.
CCN(CC#CCC1(O)c2ccccc2-c2ccccc21)C(C)C	-7%	0%	1%	-4%	12	?	-4
COc1cccc(NC(=O)Cn2nc(Cc3cccnc3)c3ccccc3c2=O)c1	-3%	2%	2%	12%	-19	.	-6
Cc1cccc(NC(=O)CCn2ccnc2C)c1	0%	1%	-4%	-49%	50*	21%	21*

Rows were taken by chance (roughly 21% active in at least one column).
